Exocytosis inh: LAMP-1 surface exposure blockers, TALL-104 cells – cell-based, flow cytometry, MLPCN library, primary screen; AID 651702, 2012; TALL-104 LAMP-1 surface exposure; cells stimulated with thapsigargin and PMA; inhibition, % at 10 µM; 360,000 compounds, 0.66% hits;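 active = inhibition above about 55%, limit read from the data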
PDI turbidity: inhibitors of human PDI, primary screen, biochemical, turbidity, single point, plate reader | PDI insulin aggregation turbidity, A650, 90 min | inhibition, % at 10 µM | Protein disulfide-isomerase (Homo sapiens), P07237 | 350,000 compounds, 0.052% hits;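 active = mean inhibition across replicates of 30% or more, whatever share of single replicates reach that level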;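 also: absorbance from insulin aggregation driven by PDI reduction with DTT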
CaV13 FRET inh: Primary screen for inhibitors of IQ motif and Ca2+-dependent inactivation inhibitor domain binding in CACNA1D, Förster resonance energy transfer in living cells, …; HEK cells, CFP/YFP FRET ICDI-IQ, plate reader, 10 min; percent FRET-ratio fall versus neutral wells; inhibition, % at 12.3 µM; 340,000 compounds, 0.098% hits; AID 743397;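 active = mean replicate inhibition of at least 30% and at least 1% of replicates passing that level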;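 also: 0% = median of the neutral control wells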
MC4R antag cAMP: MC4R antagonists of cAMP signaling, primary screen, cell-based, TR-FRET, antagonist arm of biased-ligand search. 360,000 compounds, 0.48% hits. MC4R-expressing cells, MTII-stimulated cAMP, LANCE TR-FRET. inhibition, % at 6.5 µM. Melanocortin receptor 4 (Homo sapiens), P32245. AID 540295, 2011;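 active = inhibition above its plate's cutoff, the mean of tested wells on that plate plus 3 SD, cut at about 29% in these data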;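 also: 0% = Melanotan II alone and 100% = Melanotan II plus saturating MCL0020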
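System: U2OS-MC4R stable cell line; Technique: Eu-cAMP/anti-cAMP TR-FRET, emission 671 nm; Repeats: single well per compound; Also added: Melanotan II; Dosing: one concentration, 6.5 µM nominal; Schedule: 30-min compound, 1-h challenge, 1-h detection, room temperature.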
ABHD5-PLIN5 inh: ABHD5-PLIN5 interaction inhibitors, primary screen, cell lysate, split luciferase complementation, luminescence. 360,000 compounds, 0.78% hits. AID 602281, 2012. Split G. princeps luciferase complementation, 4 h. Perilipin-5 (Homo sapiens) + 1-acylglycerol-3-phosphate O-acyltransferase ABHD5 (Homo …. inhibition, % at 4 µM;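 active = inhibition above the mean inhibition across every tested compound plus 3 SD, cut at about 22% in these data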;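 also: 0% = DMSO only wells and the 100% control is not disclosed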
Target sequence (Q00G26 whole entry, looked up): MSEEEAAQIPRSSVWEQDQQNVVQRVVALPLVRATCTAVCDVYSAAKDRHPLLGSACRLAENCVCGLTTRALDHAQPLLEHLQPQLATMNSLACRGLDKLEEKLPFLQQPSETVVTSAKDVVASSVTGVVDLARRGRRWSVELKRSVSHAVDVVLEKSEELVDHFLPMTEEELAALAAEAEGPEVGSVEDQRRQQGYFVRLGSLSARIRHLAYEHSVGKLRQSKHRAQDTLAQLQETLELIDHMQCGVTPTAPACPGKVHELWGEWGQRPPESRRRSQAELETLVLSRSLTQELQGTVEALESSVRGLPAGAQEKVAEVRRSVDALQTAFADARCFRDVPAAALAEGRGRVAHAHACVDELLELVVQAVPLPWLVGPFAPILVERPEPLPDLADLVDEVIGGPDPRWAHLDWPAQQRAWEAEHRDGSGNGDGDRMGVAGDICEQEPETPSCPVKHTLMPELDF
Target sequence (Q8WTS1 whole entry, looked up): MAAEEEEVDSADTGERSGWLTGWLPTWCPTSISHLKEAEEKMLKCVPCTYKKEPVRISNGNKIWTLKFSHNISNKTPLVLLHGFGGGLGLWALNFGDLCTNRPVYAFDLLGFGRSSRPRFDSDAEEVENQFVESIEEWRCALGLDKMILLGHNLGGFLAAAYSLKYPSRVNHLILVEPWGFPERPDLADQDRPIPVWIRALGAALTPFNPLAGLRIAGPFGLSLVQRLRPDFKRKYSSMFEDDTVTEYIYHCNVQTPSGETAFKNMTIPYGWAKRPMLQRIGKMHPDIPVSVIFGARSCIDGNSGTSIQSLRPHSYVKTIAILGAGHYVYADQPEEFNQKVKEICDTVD
m5-HT2A agonist: mouse Htr2a agonists via beta-arrestin recruitment, primary screen, cell-based, luminescence; 5-hydroxytryptamine receptor 2A (Mus musculus), P35363; CHO-K1 mHTR2A beta-arrestin complementation; percent of 30 µM serotonin response; activation, % at 7.6 µM; 360,000 compounds, 0.66% hits; AID 624169, 2012;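 active = activation above a run cutoff, the mean activation of all tested compounds plus 3 SD, cut at about 14% in these data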;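 also: 0% = plate median of compound wells and 100% = 30 µM serotonin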
Glyco luc inh: increase of ERlucT glycosylation luciferase signal, primary screen, N-linked glycosylation inhibitor project, D54 ERlucT cells, luminescence, set 2 | D54 ERlucT glycosylation luciferase reporter, 24 h; percent of 100 nM tunicamycin response | reporter increase, % at 12.5 µM | 360,000 compounds, 0.23% hits;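 active = mean luciferase reporter signal, scaled so untreated is 0 and the glycosylation-blocking control 100, at or above a set limit in every replicate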;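 also: luciferase carries N-glycosylation sites so blocking glycosylation raises the light; 0% = median of neutral control wells and 100% = median of 100 nM tunicamycin wells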
MC4R ag barr: MC4R agonists recruiting beta-arrestin, primary screen, cell-based, luminescence, agonist arm of biased-ligand search. Melanocortin receptor 4 (Homo sapiens), P32245. U2OS MC4R beta-arrestin complementation; percent of melanotan II response, DMSO zero. activation, % at 8.9 µM. 360,000 compounds, 0.98% hits. AID 540308, 2011;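 active = activation above a per-plate cutoff, the mean activation of sample wells on that plate plus 3 SD, cut at about 8% in these data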
H9c2 protect: cardioprotection against H2O2-induced cell death, primary screen, uHTS, H9c2 cells, ATPLite luminescence; 360,000 compounds, 0.63% hits; protection from H2O2 cell death, % at 20 µM; H9c2 cardiomyocytes, H2O2 injury protection, 2 h; AID 588492, 2011;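 active = compounds giving at least 50% protection of heart cells from peroxide-induced death in the single-dose screen, raw or plate-pattern-corrected value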;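 also: 0% = DMSO wells with peroxide and 100% = DMSO wells without peroxide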
ABCB6 inh MLPCN: ABCB6 transporter inhibitors, primary screen, K562-ABCB6 cells, flow cytometry, MLPCN library; ATP-binding cassette sub-family B member 6 (Homo sapiens), Q9NP58; K562-ABCB6 porphyrin accumulation, 1 h; hits give low values; fluorescence ratio to DMSO, % at 10 µM; 360,000 compounds, 0.19% hits;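 active = fluorescence ratio to DMSO below 75%, the collection mean minus 3 SD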;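 also: signal is porphyrin accumulated inside mitochondria; 100% equals median channel fluorescence of DMSO control wells; lower ratio means ABCB6 inhibition with less porphyrin fluorescence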
The depositor's hits bear a star; . = not tested or not shown.

SMILES	Exocytosis inh	PDI turbidity	CaV13 FRET inh	MC4R antag cAMP	ABHD5-PLIN5 inh	m5-HT2A agonist	Glyco luc inh	MC4R ag barr	H9c2 protect	ABCB6 inh MLPCN
CC(=O)N(CCS(=O)(=O)c1ccc(Cl)cc1)Cc1cccs1	-1.2	-3.2	-4.1	3.7	2.3	-4.9	0.3	2.8	-3.7	93.0
CCOC(=O)C1=C(c2ccccc2)NC(=O)NC1c1cc(OC)c(OC)cc1OC (configuration not stated)	-5.6	-1.3	-17.5	10.8	2.0	-5.5	0.5	0.2	6.1	102.0
CCN1CCN(c2ccc(S(=O)(=O)N3CCOCC3)cc2NC(=O)CCSC)CC1	8.3	0.6	-5.1	9.6	-11.3	-4.2	2.3	-3.8	4.1	104.0
CCOC(=O)CN(C(=O)COc1nc(-c2ccccc2)cc(C)c1C#N)c1ccccc1	-2.2	-16.5	-4.7	19.9	0.3	1.6	0.6	2.0	1.5	98.0
CN(C)Cc1ccccc1CNC(=O)c1cccc(S(=O)(=O)Nc2ccc3c(c2)OCO3)c1	-0.5	12.9	-12.8	6.3	6.3	-3.7	1.1	-1.5	5.5	100.0
c1ccc(CC(Nc2ccccn2)c2ccccc2)cc1 (configuration not stated)	-5.8	14.2	-6.3	-4.8	1.6	-5.3	-5.5	1.3	-4.4	101.0
Cc1ccc(Nc2c3c(nc4ncnn24)CC(C)CC3)cc1 (configuration not stated)	-4.0	2.2	-8.3	1.9	2.0	-6.2	-1.3	-0.9	-3.9	94.0
CCN1CCc2nc3ccccc3c(C(=O)Nc3ccc(C#N)cc3)c2C1	-1.0	-9.4	-4.4	6.2	1.4	0.2	0.8	-4.0	21.9	98.0
N#Cc1c(N2CCCCC2)nc(N2CCCCC2)c2c1CCN(Cc1ccccc1)C2	21.7	12.5	-9.8	1.1	-2.5	-4.0	-2.6	-0.6	-18.9	100.0
Cn1nc(C(=O)NNC(=O)c2ccc(Cl)c(S(N)(=O)=O)c2)c2ccccc2c1=O	5.3	0.9	-2.3	4.1	5.3	-1.8	2.9	-2.3	0.2	102.0
C=CCSc1nc2c(C(=O)OCC)nnn2c2ccccc12	80.9*	-11.9	-3.8	-5.9	9.6	-3.6	6.1	0.2	2.6	99.0
CC1(C)CC(=O)C(C(=O)/C=C/NCCc2ccccc2)C(=O)C1	-0.6	-5.0	.	2.0	1.5	4.4	-1.7	-0.6	13.4	97.0
Cc1cc(C)nc(SCc2nnc(SCc3ccccc3Cl)o2)n1	0.8	4.7	-4.1	8.9	10.7	-0.5	-1.3	-1.1	-6.5	96.0
CCOC(=O)N1CCN(C(=O)COc2ccc(S(=O)(=O)NCC(C)C)cc2C)CC1	0.0	3.2	-4.5	-3.1	-0.5	5.2	-1.1	-1.0	0.6	94.0
COc1ccccc1[C@@H]1C(c2ccc(F)cc2)=NN(c2ccccc2)[C@H]1C(=O)N1CCOC1=O	4.7	0.9	-4.6	10.2	0.5	-5.5	-1.5	-0.3	-5.9	96.0
COc1ccc2nc(Nc3ccccc3OC)sc2c1	1.3	-1.9	0.3	-6.7	9.1	7.8	-13.7	3.5	-16.6	106.0
Cc1ccc(-c2cc(-c3cccc(F)c3)n[nH]2)c(O)c1	5.0	2.8	.	10.7	-15.5	3.5	-5.8	0.1	-15.8	95.0
Cc1nc2ccccc2c(=O)n1NS(C)(=O)=O	-1.8	-3.1	-5.5	-1.1	2.2	-2.5	0.0	-2.2	15.4	92.0
COCCOC(=O)C(C#N)c1nc2ccccc2nc1N1CCCC1 (configuration not stated)	0.5	-5.1	-4.3	6.7	5.3	3.8	4.0	-1.2	-1.8	104.0
O=C1N(Cc2cccc(Cl)c2)C[C@@H]2C[C@@H](c3ccsc3)N3CCC[C@@]123	9.3	1.0	-1.7	0.5	9.1	-1.5	-1.8	1.9	-0.5	109.0
CCOC(=O)CCCCCC(=O)Nc1ccc2c(c1)C(=O)N([C@@H](C)CO)C[C@H](C)[C@H](CN(C)C(=O)Nc1ccc(F)cc1)OCCCC[C@H](C)O2	-4.3	1.2	-5.1	16.5	4.1	-0.2	0.9	0.9	-7.7	99.0
CCOCCCNC(=O)CN1C(=O)CSc2ccccc21	7.6	-23.8	-6.5	2.3	3.7	-0.3	0.8	0.2	7.8	102.0
CCOC(=O)Cn1c(=O)c2c(nc(N3CCCCC3)n2Cc2ccccc2)n(C)c1=O	-4.1	3.5	-1.9	3.9	-1.0	-6.0	-3.3	-0.3	-6.3	94.0
COc1ccc(CC(=O)Oc2ccc(C)cc2Br)cc1S(=O)(=O)N1CCOCC1	-3.1	-6.3	-4.9	19.4	16.6	-5.7	2.3	0.7	5.0	100.0
Cc1ccccc1C(=O)Nc1nc2n(n1)C(c1ccccc1)CC(=O)N2 (configuration not stated)	-0.7	1.6	-5.3	8.1	2.0	6.6	-0.3	0.3	3.9	96.0

Carrying on.
SMILES	Exocytosis inh	PDI turbidity	CaV13 FRET inh	MC4R antag cAMP	ABHD5-PLIN5 inh	m5-HT2A agonist	Glyco luc inh	MC4R ag barr	H9c2 protect	ABCB6 inh MLPCN
CC(C)(C)c1ccc(-c2c(C(=O)O)c(C(=O)O)c3n2CSC3)cc1	-8.4	10.3	-4.3	1.1	-2.1	4.0	0.0	-1.8	-4.2	100.0
COc1ccc(NC(=O)CN(C)CC(=O)NC2CCC(C)CC2)cc1 (configuration not stated)	-5.6	2.2	-2.1	6.5	5.1	-7.7	-1.7	-0.6	-0.8	107.0
C#CCN(C[C@H]1[C@H](OC(=O)NCc2ccco2)[C@H](OC(=O)NCc2ccco2)C[C@@H](C(=O)OC)[C@H]1C(=O)OC)S(=O)(=O)c1ccc(C)cc1	10.3	-6.6	-9.5	14.5	-4.1	5.2	-0.8	-0.8	36.8	99.0
CN(c1ccc(O)cc1)c1nc(-c2ccccc2)cs1	-2.5	7.6	-8.8	6.3	-2.3	-1.9	-6.5	4.1	-20.3	94.0
O=C(O)c1ccc(S(=O)(=O)NCC2CCCCC2)cc1	2.1	-4.9	-18.9	2.1	-0.6	8.4	1.3	-1.7	7.4	99.0
COC(=O)c1cc(N=CC2=C(O)CC(C)(C)CC2=O)cc(C(=O)OC)c1	-0.2	16.4	-3.6	-1.2	9.3	-1.4	3.2	-2.0	13.9	100.0
Cc1ccccc1C(=O)N/N=C1/SCC(=O)N1Cc1ccc2c(c1)OCO2	4.1	-28.3	-14.7	7.7	5.0	-0.2	3.0	0.9	14.1	97.0
O=C(O)c1cccc(N2C(=O)c3cccnc3C2=O)c1	0.2	4.9	-5.8	2.6	-1.0	-5.2	1.1	-0.7	0.8	98.0
CCc1nnc(NC(=O)c2cccc(S(=O)(=O)N3CCc4ccccc43)c2)s1	1.8	-0.1	.	0.3	-7.3	0.0	2.8	-0.1	3.9	105.0
COc1cc(C2C(C(C)=O)=C(O)C(=O)N2CCN2CCOCC2)ccc1O (configuration not stated)	-0.4	-0.5	.	-1.8	1.4	-3.5	0.0	0.3	5.8	99.0
Cc1ccc2cc(C(c3nnnn3C3CCCC3)N(Cc3ccccc3)Cc3ccco3)c(=O)[nH]c2c1 (configuration not stated)	-3.3	1.7	-8.5	-10.0	6.7	-1.9	-6.6	-1.2	-3.1	94.0
Cc1ccccc1C(=O)N1CCC(C(N)=O)CC1	-1.1	0.9	-5.5	4.4	-2.1	-0.8	1.4	-1.3	5.1	104.0
COc1ncnc2c1ncn2CCCNCCCN1CCCC1=O	2.7	4.3	-6.6	3.7	10.1	-1.0	-0.2	-0.8	3.6	97.0
COc1cccc(NC(=O)C2CCN(S(=O)(=O)c3ccc4c(c3)OCCO4)CC2)c1	6.2	2.4	-4.6	10.5	-13.3	-4.2	-0.1	1.6	2.7	103.0
CCOC(=O)NNC(=O)NCCCCCCNC(=O)NNC(=O)OCC	0.8	1.1	-4.9	15.0	4.2	2.6	1.4	-0.4	9.9	95.0
CC(=O)Cn1cnc2c(cnn2-c2ccccc2)c1=O	-13.8	1.3	-18.6	1.6	9.5	-1.9	-0.7	-0.9	-0.6	100.0
Cc1ccc(NCCC(=O)c2ccc(Br)cc2)cc1	-1.1	-1.6	-5.1	1.8	7.2	-0.1	0.9	0.5	-5.3	111.0
CCCC1=[N+](CC(=O)c2ccccc2)CCn2cccc21	-2.5	1.0	-20.1	28.8*	1.3	-2.5	-1.3	-1.2	-6.1	99.0
Cc1ccc(S(=O)(=O)NCCC(=O)N2CCCCCC2)cc1	-1.9	0.1	-6.0	11.8	8.7	10.8	-0.7	-2.8	-1.6	101.0
Cc1ccc(NC(=O)C2CCCN(c3ncccn3)C2)cc1F (configuration not stated)	-0.5	-0.5	-1.9	1.8	2.9	-2.9	0.5	-0.1	-2.9	89.0
S=C(NC1CCCCC1)N1CCN(C/C=C/c2ccccc2)CC1	-2.9	0.5	-5.4	4.0	3.1	9.0	0.4	-2.4	-17.1	84.0
CCC(=O)Nc1ccc(C(=O)CSc2nnc(-c3ccc(NS(=O)(=O)CC)cc3)o2)cc1OC	-4.6	5.5	-6.5	4.9	5.8	7.1	0.3	0.2	-1.0	101.0
CCOC(=O)C1CCN(C(=O)CN2C(=O)c3cccnc3Oc3ccccc32)CC1	0.9	-7.9	-5.0	4.2	-0.2	-2.3	0.7	-0.9	2.3	103.0
CCCCNC(=S)Nc1ccc(C(F)(F)F)cc1	4.4	-3.7	-17.5	14.1	-8.5	-2.6	-1.7	2.3	-26.9	92.0
Cc1nc2ccc(NC(=O)c3cc(S(=O)(=O)N(C)c4ccccc4)ccc3Cl)cc2s1	0.0	-9.7	-7.2	13.2	-2.9	1.6	-6.6	2.1	-27.5	91.0
OCC[C@@H]1C[C@@H](O)[C@H](O)[C@@]2(CCc3ccccc3O2)O1	4.8	1.6	-5.3	1.2	-5.3	0.3	0.3	-1.1	3.0	96.0

3 compounds from above, reduced to Exocytosis inh, Glyco luc inh and ABHD5-PLIN5 inh.
SMILES,Exocytosis inh,Glyco luc inh,ABHD5-PLIN5 inh
CC(=O)Cn1cnc2c(cnn2-c2ccccc2)c1=O,-13.8,-0.7,9.5
Cc1ccc(NCCC(=O)c2ccc(Br)cc2)cc1,-1.1,0.9,7.2
CCCC1=[N+](CC(=O)c2ccccc2)CCn2cccc21,-2.5,-1.3,1.3
